Bioassay records from PubChem.
tuberculosis growth: growth inhibition of non-replicating M. tuberculosis (AID 488890). Mycobacterium tuberculosis non-replicating, growth inhibition; higher % means a stronger effect. one-dose inhibition, % at 25 µM; IC50 in µM for titrated hits. 320,000 compounds, 0.39% hits; in the data active = a potency from the dose series; inconclusive = inhibition mostly from about 82% at the one dose, without a potency; inactive = the rest, 99 in 100 with inhibition below about 76%;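 also: plate controls were DMSO cells for no effect and high antibiotic wells for full effect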
Salmonella PhoP GFP: Inhibition of PhoP regulon, Salmonella typhi GFP reporter cells, confirmation, 4 h (AID 1850). Salmonella Typhi PhoP-promoter GFP reporter, fluorescence, 4 h; higher % means a stronger effect. inhibition, % at 50 µM; hits with a dose series show IC50 in µM. 310,000 compounds, 0.33% hits; in the data active = a potency from the dose series; inconclusive = inhibition mostly from about 25% at the one dose, without a potency; inactive = the rest, 99 in 100 with inhibition below about 19%;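 also: 0% = induced wells with vehicle and 100% = uninduced wells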
H37Rv inhibition: M. tuberculosis growth inhibition, HTS (AID 449762); 330,000 compounds, 0.59% hits; inhibition, % at 25 µM; hits with a dose series show IC50 in µM; M. tuberculosis H37Rv growth inhibition, 7H9 media; higher % means a stronger effect; in the data active = a potency from the dose series; inconclusive = inhibition above about 70% without an active follow-up result;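 also: bacterial growth assessed after seven days of incubation; strong numbers were not always called active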
H1N1 NS1A inhibition: H1N1 influenza NS1A inhibitors, functional cell based assay (AID 504329). 340,000 compounds, 0.3% hits. NS1A functional cell-based assay, percent inhibition; higher % means a stronger effect. one-dose inhibition, % at 12.5 µM; IC50 in µM for titrated hits; in the data active = a potency from the dose series; inconclusive = inhibition above about 27% without an active follow-up result; also: strong numbers were not always called active
VEEV TC-83 Vero: inhibitors of VEEV TC-83 cytopathic effect, confirmation, Vero cells (AID 588727); Vero cells, VEEV TC-83 cytopathic effect inhibition; higher % means a stronger effect; inhibition, % at 20 µM; hits with a dose series show IC50 in µM; 350,000 compounds, 0.13% hits; in the data active = a potency from the dose series; inconclusive = inhibition mostly from about 14% at the one dose, without a potency; inactive = the rest, 99 in 100 with inhibition below about 12%; also: strong numbers were not always called active
VEEV TC-83 Vero 10K pilot screen: recorded beside VEEV TC-83 Vero, whose call it bears; inhibition, %; measured here: 10K pilot screen inhibition
The depositor's hits bear a star.

Screening O=C(CN1CCN(c2ccc(O)cc2)CC1)N1CCc2ccccc21 returned tuberculosis growth 5%, Salmonella PhoP GFP 13%, H37Rv inhibition 1%, H1N1 NS1A inhibition -7% and VEEV TC-83 Vero 1.0%.
Screening CCOn1c(=O)c(-c2cc(OC)ccc2OC)[n+]([O-])c2ccccc21 returned tuberculosis growth 7%, Salmonella PhoP GFP 1%, H37Rv inhibition -1%, H1N1 NS1A inhibition -30% and VEEV TC-83 Vero 0.9%.
For COc1cccc(OCC(O)CNC2CCCC2)c1 (configuration not stated) the results were tuberculosis growth 12%, Salmonella PhoP GFP -3%, H37Rv inhibition 15%, H1N1 NS1A inhibition 9% and VEEV TC-83 Vero inactive.
CNc1nc(C)c(C(C)(C)C)s1 was read as tuberculosis growth -6%, Salmonella PhoP GFP -4%, H37Rv inhibition 4%, H1N1 NS1A inhibition 7% and VEEV TC-83 Vero 7.0%.
For O=C(c1ccc(-n2cccc2)cc1)N1CCN(Cc2ccccc2)CC1 the results were tuberculosis growth 9%, Salmonella PhoP GFP -5%, H37Rv inhibition -6%, H1N1 NS1A inhibition 12% and VEEV TC-83 Vero 3.3%.
Screening Cc1ccccc1-n1c(C)cc(/C=C2/C(=O)NC(=O)N(Cc3ccco3)C2=O)c1C returned tuberculosis growth 0%, Salmonella PhoP GFP -10%, H37Rv inhibition 14%, H1N1 NS1A inhibition 9%, VEEV TC-83 Vero inactive and VEEV TC-83 Vero 10K pilot screen 2.7.
Screening COc1ccc(/C=C2\CCCC(C(=O)C(F)(F)F)=C2O)cc1OC returned tuberculosis growth 54%, Salmonella PhoP GFP 0% and H37Rv inhibition 6%.
`CC12CN3CC(C)(CN(C1)C31CCOCC1)C2=O` gave tuberculosis growth -13%, Salmonella PhoP GFP 7%, H37Rv inhibition -1%, H1N1 NS1A inhibition 13% and VEEV TC-83 Vero inactive.
CCn1cc(C(=O)c2ccccc2)c2ccccc21 was read as tuberculosis growth 35%, Salmonella PhoP GFP -3%, H37Rv inhibition 53%, H1N1 NS1A inhibition 3% and VEEV TC-83 Vero inactive.
Screening Cc1ccc2nc(SCC(=O)Nc3nonc3C)[nH]c2c1 returned tuberculosis growth 66%, Salmonella PhoP GFP 7%, H37Rv inhibition -2%, H1N1 NS1A inhibition 9% and VEEV TC-83 Vero 3.3%.
Screening Cc1ccc(C(=O)NC(=S)Nc2cccc(NC(=O)c3ccccc3Cl)c2)cc1[N+](=O)[O-] returned tuberculosis growth 2%, Salmonella PhoP GFP -9%, H37Rv inhibition 7%, H1N1 NS1A inhibition -1% and VEEV TC-83 Vero 12%.
COc1cccc(C2(C)NC(=O)N(CC(=O)c3cc(C)n(C4CC4)c3C)C2=O)c1 (configuration not stated) was read as tuberculosis growth 10%, H37Rv inhibition -6%, H1N1 NS1A inhibition 1% and VEEV TC-83 Vero 2.1%.
Screening COc1cccc(C(=O)NCCNC(=O)c2ccco2)c1 returned tuberculosis growth 2%, Salmonella PhoP GFP 18%, H37Rv inhibition 6%, H1N1 NS1A inhibition 7% and VEEV TC-83 Vero 2.8%.
Screening CCOc1ccc(OCc2ccc(C(=O)N(C)c3ccccc3)o2)cc1 returned tuberculosis growth 78%, Salmonella PhoP GFP -7%, H37Rv inhibition 0%, H1N1 NS1A inhibition 1% and VEEV TC-83 Vero 0.2%.
`CN(C)C(=O)c1cn(-c2ccccc2)nc1-c1cc2ccccc2o1` gave tuberculosis growth 12%, Salmonella PhoP GFP 1%, H37Rv inhibition 38%, H1N1 NS1A inhibition 10% and VEEV TC-83 Vero 9.4%.
Cc1ccc(OCC(=O)Nc2ccccc2N2CCCC2)c(C)c1 was read as tuberculosis growth 65%, Salmonella PhoP GFP 2%, H37Rv inhibition 13%, H1N1 NS1A inhibition 8%, VEEV TC-83 Vero 0.7% and VEEV TC-83 Vero 10K pilot screen 0.1.
CCN(CC)C(=O)[C@H]1CC(CC(=O)NCCCn2ccnc2)C(=O)N2CCc3c([nH]c4ccccc34)[C@]12C (some centres not stated) was read as tuberculosis growth 12%, H37Rv inhibition -6%, H1N1 NS1A inhibition -27% and VEEV TC-83 Vero inactive.
`O=C(Nc1c2c(nn1-c1ccc(Cl)cc1)CS(=O)(=O)C2)C1CC1` gave tuberculosis growth -20%, Salmonella PhoP GFP -4%, H37Rv inhibition -14%, H1N1 NS1A inhibition -9% and VEEV TC-83 Vero 6.6%.
For C=CCc1cc(C)ccc1OCCOCCN1CCN(C)CC1 the results were tuberculosis growth -10%, Salmonella PhoP GFP 2%, H37Rv inhibition -2%, H1N1 NS1A inhibition -4% and VEEV TC-83 Vero inactive.
COCCN1CCN(C(=O)c2cc(COc3ccc(Cl)cc3OC)on2)CC1 was read as tuberculosis growth 11%, Salmonella PhoP GFP -11%, H37Rv inhibition 7%, H1N1 NS1A inhibition 9% and VEEV TC-83 Vero 1.5%.

Retrieved by structure from the list above, 5 records:
CCN(CC)C(=O)[C@H]1CC(CC(=O)NCCCn2ccnc2)C(=O)N2CCc3c([nH]c4ccccc34)[C@]12C (some centres not stated) was read as tuberculosis growth 12%, H37Rv inhibition -6%, H1N1 NS1A inhibition -27% and VEEV TC-83 Vero inactive.
Screening Cc1ccc(C(=O)NC(=S)Nc2cccc(NC(=O)c3ccccc3Cl)c2)cc1[N+](=O)[O-] returned tuberculosis growth 2%, Salmonella PhoP GFP -9%, H37Rv inhibition 7%, H1N1 NS1A inhibition -1% and VEEV TC-83 Vero 12%.
For C=CCc1cc(C)ccc1OCCOCCN1CCN(C)CC1 the results were tuberculosis growth -10%, Salmonella PhoP GFP 2%, H37Rv inhibition -2%, H1N1 NS1A inhibition -4% and VEEV TC-83 Vero inactive.
`CN(C)C(=O)c1cn(-c2ccccc2)nc1-c1cc2ccccc2o1` gave tuberculosis growth 12%, Salmonella PhoP GFP 1%, H37Rv inhibition 38%, H1N1 NS1A inhibition 10% and VEEV TC-83 Vero 9.4%.
`O=C(Nc1c2c(nn1-c1ccc(Cl)cc1)CS(=O)(=O)C2)C1CC1` gave tuberculosis growth -20%, Salmonella PhoP GFP -4%, H37Rv inhibition -14%, H1N1 NS1A inhibition -9% and VEEV TC-83 Vero 6.6%.

Following part.
`CNCc1cn2cc(Cl)ccc2n1` gave tuberculosis growth -19%, Salmonella PhoP GFP 3%, H37Rv inhibition 2%, H1N1 NS1A inhibition 3% and VEEV TC-83 Vero 2.8%.
Screening CCCNc1c(NS(=O)(=O)c2ccc(C3CCCCC3)cc2)c(=O)oc2ccccc12 returned tuberculosis growth -5%, Salmonella PhoP GFP 5%, H37Rv inhibition 5%, H1N1 NS1A inhibition -2% and VEEV TC-83 Vero 0.9%.
For COc1ccccc1C(=O)NCC(=O)NCCCN1CCOCC1 the results were tuberculosis growth 10%, H37Rv inhibition -3%, H1N1 NS1A inhibition -6% and VEEV TC-83 Vero 1.1%.
`Cc1ccc(C2=NCCNC2=O)c(C)c1` gave tuberculosis growth -1%, Salmonella PhoP GFP 0%, H37Rv inhibition -3%, H1N1 NS1A inhibition -22% and VEEV TC-83 Vero 3.4%.
`Cc1ccccc1C(=O)Nc1ccc2nc3n(c(=O)c2c1)CCCC3` gave tuberculosis growth -11%, Salmonella PhoP GFP -8%, H37Rv inhibition 3%, H1N1 NS1A inhibition -9% and VEEV TC-83 Vero 3.6%.
For COc1ccc(-c2c[n+]3c(n2-c2ccccc2)CCCCC3)cc1 the results were tuberculosis growth 4%, Salmonella PhoP GFP -5%, H37Rv inhibition -4%, H1N1 NS1A inhibition -10% and VEEV TC-83 Vero inactive.
Screening COCC(C)n1c(C)cc(C(=O)COC(=O)/C=C/c2cccc(F)c2)c1C (configuration not stated) returned tuberculosis growth 35%, Salmonella PhoP GFP 8%, H37Rv inhibition 6%, H1N1 NS1A inhibition -5% and VEEV TC-83 Vero 1.7%.
Screening CCOc1ccc(CN2CCNC(=O)C2CC(=O)N(C)CC2CCOCC2)cc1 (configuration not stated) returned tuberculosis growth 8%, Salmonella PhoP GFP -6%, H37Rv inhibition 5%, H1N1 NS1A inhibition 2% and VEEV TC-83 Vero inactive.
Screening COc1cccc(-c2nc(CS(=O)(=O)CC(=O)NCCc3ccc(OC)c(OC)c3)c(C)o2)c1 returned tuberculosis growth 19%, Salmonella PhoP GFP -6%, H37Rv inhibition -3%, H1N1 NS1A inhibition 5% and VEEV TC-83 Vero 4.5%.
`CCC(C)NS(=O)(=O)c1ccc(NS(=O)(=O)c2ccc(F)cc2)cc1` (configuration not stated) gave tuberculosis growth -10%, Salmonella PhoP GFP -9%, H37Rv inhibition -4%, H1N1 NS1A inhibition -2% and VEEV TC-83 Vero 0.2%.
`CC(C)N(C)C1CCN(C(=O)Nc2ccc(Cl)c(Cl)c2)CC1` gave tuberculosis growth 5%, Salmonella PhoP GFP 6%, H37Rv inhibition -4%, H1N1 NS1A inhibition 1% and VEEV TC-83 Vero 3.0%.
O=C(CCc1ccccc1)NNC(=O)Nc1cccc(Cl)c1 was read as tuberculosis growth -12%, Salmonella PhoP GFP -7%, H37Rv inhibition 8%, H1N1 NS1A inhibition -9% and VEEV TC-83 Vero inactive.
Screening COc1cccc(CNC(=O)CS(=O)(=O)Cc2nc(-c3ccc(C)cc3)oc2C)c1OC returned tuberculosis growth 25%, Salmonella PhoP GFP 5%, H37Rv inhibition 4%, H1N1 NS1A inhibition 5% and VEEV TC-83 Vero 1.0%.
Screening COc1ccc(Cl)cc1NC(=O)COC(=O)Cc1cccs1 returned tuberculosis growth 43%, Salmonella PhoP GFP -3%, H37Rv inhibition 24%, H1N1 NS1A inhibition -4% and VEEV TC-83 Vero 0.2%.
CC(=O)c1sc(N/N=C\c2ccccc2O)nc1C was read as tuberculosis growth 57%, Salmonella PhoP GFP -2%, H37Rv inhibition inconclusive, H1N1 NS1A inhibition 2% and VEEV TC-83 Vero 7.5%.
Screening N#CC1=C(N)C(C#N)(C#N)C(c2ccncc2)C2CN(C(=O)OCc3ccccc3)CC=C12 (configuration not stated) returned tuberculosis growth -7%, Salmonella PhoP GFP -2%, H37Rv inhibition -1%, H1N1 NS1A inhibition 2% and VEEV TC-83 Vero 8.1%.
COc1cc(OC)cc(C(=O)NC(=S)NCCc2ccccc2)c1 was read as tuberculosis growth 78%, Salmonella PhoP GFP -3%, H37Rv inhibition 16%, H1N1 NS1A inhibition 6% and VEEV TC-83 Vero inactive.
COC(=O)c1sc(S(=O)(=O)Nc2ccc3cn[nH]c3c2)c(C(=O)OC)c1C was read as tuberculosis growth 8%, Salmonella PhoP GFP 8%, H37Rv inhibition -3%, H1N1 NS1A inhibition 3% and VEEV TC-83 Vero 1.2%.
For CCCCNC(=O)c1ccc(NC(=O)CC2SC(N3CCCC3)=NC2=O)cc1 (configuration not stated) the results were tuberculosis growth 1%, H37Rv inhibition -7%, H1N1 NS1A inhibition -5% and VEEV TC-83 Vero 0.5%.
For O=C(Cc1ccccc1)Nc1ccccc1N1CCCC1 the results were tuberculosis growth 5%, Salmonella PhoP GFP -1%, H37Rv inhibition 7%, H1N1 NS1A inhibition 3% and VEEV TC-83 Vero 0.1%.
For O=C(CCCN1C(=O)CCC1=O)Nc1cccc(C(F)(F)F)c1 the results were tuberculosis growth -4%, Salmonella PhoP GFP 4%, H37Rv inhibition -1%, H1N1 NS1A inhibition -14% and VEEV TC-83 Vero 0.1%.
`CCCN1CCC(NC(=O)Cc2ccccc2C)CC1` gave tuberculosis growth 1%, Salmonella PhoP GFP -2%, H37Rv inhibition -6%, H1N1 NS1A inhibition -4% and VEEV TC-83 Vero inactive.
`COc1ccccc1NC(=O)N1CCCC1C(=O)Nc1nnc(C(C)C)s1` (configuration not stated) gave tuberculosis growth -12%, Salmonella PhoP GFP -10%, H37Rv inhibition 6%, H1N1 NS1A inhibition 3% and VEEV TC-83 Vero 1.4%.
Screening COc1ccc(NC(=O)CN(C)C(=O)c2cnc(Cl)c(Cl)c2)cc1 returned tuberculosis growth -4%, Salmonella PhoP GFP -5%, H37Rv inhibition 7%, H1N1 NS1A inhibition -6% and VEEV TC-83 Vero 3.2%.
For CN1C(=O)N(C)c2ccc(C=O)c3cccc1c23 the results were tuberculosis growth 3.6µM*, Salmonella PhoP GFP -3%, H37Rv inhibition 41µM*, H1N1 NS1A inhibition -4% and VEEV TC-83 Vero 1.7%.
For Cc1ccc2oc(=O)c(/C=C(\O)c3sc(C)nc3C)nc2c1 the results were Salmonella PhoP GFP 0%, H37Rv inhibition 1%, H1N1 NS1A inhibition 2% and VEEV TC-83 Vero inactive.
